# Source: PubChem
# PMI inhibitors: inhibitors of human PMI, primary screen, biochemical, fluorescence intensity, coupled assay (AID 1209). purified PMI enzyme, coupled fluorescence intensity; higher % means a stronger effect. Mannose-6-phosphate isomerase (Homo sapiens). one-dose inhibition, % at 20 µM; IC50 in µM for titrated hits. hit rate 0.42% among 190,000;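 also: plate controls were DMSO vehicle for no effect and wells lacking substrate for full effect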
# human PMI inhibitors: human PMI inhibitors, high substrate, primary screen, biochemical, fluorescence intensity, high mannose 6-phosphate (AID 1220). hit rate 0.66% among 190,000. recombinant PMI enzyme, coupled fluorescence intensity; higher % means a stronger effect. inhibition, % at 20 µM; hits with a dose series show IC50 in µM. Mannose-6-phosphate isomerase (Homo sapiens)
# M1AAP inhibition: P. falciparum M1AAP inhibitors, biochemical, fluorogenic H-Leu-NHMec substrate, 1536-well (AID 1445). Aminopeptidase N (Plasmodium falciparum (isolate 3D7)). recombinant M1AAP, H-Leu-NHMec fluorogenic kinetic assay; higher % means a stronger effect. hit rate 0.42% among 220,000. one-dose inhibition, % at 30 µM; IC50 in µM for titrated hits;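 active = primary inhibition above the hit cutoff, then over 50% inhibition at one or more dose response concentrations, cut at about 23% in these data, passing the limit was not always enough; inconclusive = conflicting primary data, or primary hits not chosen for dose response; inactive = low primary inhibition, or under 50% at every dose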;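 also: plate controls were DMSO full reaction for no effect and no enzyme background for full effect; strong numbers were not always called active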
# LYP phosphatase: inhibitors of LYP phosphatase, biochemical, fluorescence intensity, uHTS (AID 1779); Tyrosine-protein phosphatase non-receptor type 22 (Homo sapiens); hit rate 0.054% among 290,000; recombinant LYP phosphatase, fluorescence intensity; higher % means a stronger effect; one-dose inhibition, % at 11.5 µM; IC50 in µM for titrated hits;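 also: plate controls were vehicle with enzyme for no effect and no enzyme for full effect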
# Yfh1-off respiration: enhancers of respiration in Yfh1-depleted yeast, dose response, Friedreich's ataxia, plus single-dose screen (AID 1465); S. cerevisiae Yfh1-off respiration, WST-1 reduction, 72 h; higher fold induction means a stronger effect; fold induction at 50 µM, or EC50 in µM where a hit was titrated; hit rate 0.074% among 220,000;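 active = fold induction of absorbance versus untreated yeast above a set limit, then at least 30% activation at any dose in follow-up; inconclusive = repeats straddling the limit, or above it without dose testing; inactive = fold induction below the set limit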;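 also: activators that raise dye reduction in frataxin-depleted yeast; strong numbers were not always called active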
# WT yeast gro inh: growth inhibition of WT strain, primary screen, mitochondrial fusion inhibitor project, WT and mutant strains, chemical genetic; mitochondrial fusion phenotypic screen; hit rate 2.1% among 190,000; inhibition, % at 10 µM; in the data active = inhibition above about 58%; tested in S. cerevisiae
# XIAP antagonists: XIAP antagonists, biochemical, IAP family, fluorescence polarization (AID 1018); E3 ubiquitin-protein ligase XIAP (Homo sapiens); XIAP BIR domain, fluorescence polarization peptide displacement; higher % means a stronger effect; one-dose displacement, % at 20 µM; IC50 in µM for titrated hits; hit rate 0.007% among 200,000; in the data active = displacement above about 50%; also: a part of the inactive calls stands beside numbers as strong as those of hits
# TNAP activators: human TNAP enzyme activators, primary screen, biochemical, luminescent, no phosphate acceptor, uHTS (AID 1001) | Alkaline phosphatase, tissue-nonspecific isozyme (Homo sapiens) | purified TNAP, luminescent activation assay, no phosphate acceptor; higher activation fold means a stronger effect | activation fold at 20 µM, or EC50 in µM where a hit was titrated | hit rate 0.03% among 200,000; in the data active = activation fold from about 3, or a potency from the dose series; inactive = the rest, 99 in 100 with activation fold below about 1.6; also: many of its hits are not listed in these tables
# P. falciparum M17LAP: P. falciparum M17LAP inhibitors, primary screen, biochemical, fluorogenic H-Leu-NHMec substrate, 1536-well (AID 1619) | Leucine aminopeptidase (Plasmodium falciparum (isolate 3D7)) | recombinant M17LAP, H-Leu-NHMec fluorogenic kinetic assay; higher % means a stronger effect | one-dose inhibition, % at 30 µM; IC50 in µM for titrated hits | hit rate 0.38% among 220,000;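 active = compound inhibiting the enzyme by more than half at any dose during confirmatory dose-response retesting; inconclusive = strong single-dose inhibitors picked by rank but not retested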;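 also: plate controls were full reaction with DMSO carrier for no effect and no enzyme background for full effect; strong numbers were not always called active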
# WT yeast gro inh mutant strain: recorded beside WT yeast gro inh, whose call it bears; inhibition, %; mitochondrial fusion phenotypic screen, mutant strain inhibition
# * marks the source's active call; other numbers are inactive results; i = inactive; ? = inconclusive; . = not tested or not shown. Rule as the data show it, unless noted: active = inhibition above about 50%; inactive = the rest.
item	canonical_smiles	PMI inhibitors	human PMI inhibitors	M1AAP inhibition	LYP phosphatase	Yfh1-off respiration	WT yeast gro inh	WT yeast gro inh mutant strain	XIAP antagonists	TNAP activators	P. falciparum M17LAP
1	C=CCN(Cc1cn(C)nc1-c1cccc(Cl)c1)C1CCS(=O)(=O)C1 (stereo not given)	6%	8%	4%	-2%	i	7	12	-2.5%	1.1	1%
2	COc1ccc(Oc2cccc(Cl)c2CNC(=O)c2ccccc2C(=O)O)cc1	.	.	10%	4%	i	.	.	.	.	1%
3	O=C1CCCC2=C1C(c1ccccc1)CC(=O)N2c1ccc(F)cc1F (stereo not given)	1%	5%	1%	-5%	i	4	-3	-3.7%	1.1	15%
4	COc1cc(C(=O)Nc2ccc(NC(C)=O)cc2)ccc1OCc1ccccc1	-19%	-6%	-2%	0%	i	-4	0	-6.8%	1.1	-7%
5	COc1ccccc1NC(=O)Cc1nnc(SCC(=O)Nc2ccccc2F)n1C	-8%	-9%	-2%	-5%	i	-9	3	-2.7%	1.1	1%
6	CC1Cc2ccccc2N1C(=O)CN1C(=O)CN(C)C(=O)c2ccccc21 (stereo not given)	-10%	-13%	2%	-10%	i	16	16	-5.4%	1	-1%
7	Cc1cc(C(=O)NNC(=O)Nc2ccc(Cl)cc2)no1	.	.	6%	-2%	i	.	.	.	.	-3%
8	COC(=O)[C@@H]1C[C@@]2(O)[C@H](O)[C@H](O)[C@H](O)C[C@H]2N1Cc1cccc2ccccc12	.	.	0%	-11%	i	.	.	.	.	-17%

# One compound at a time, as listed above. Order of screens: PMI inhibitors | human PMI inhibitors | M1AAP inhibition | LYP phosphatase | Yfh1-off respiration | WT yeast gro inh | WT yeast gro inh mutant strain | XIAP antagonists | TNAP activators | P. falciparum M17LAP
# Results for COc1ccc(Oc2cccc(Cl)c2CNC(=O)c2ccccc2C(=O)O)cc1 → . | . | 10% | 4% | i | . | . | . | . | 1%
# Results for COC(=O)[C@@H]1C[C@@]2(O)[C@H](O)[C@H](O)[C@H](O)C[C@H]2N1Cc1cccc2ccccc12 → . | . | 0% | -11% | i | . | . | . | . | -17%

# Continuation.
item	canonical_smiles	PMI inhibitors	human PMI inhibitors	M1AAP inhibition	LYP phosphatase	Yfh1-off respiration	WT yeast gro inh	WT yeast gro inh mutant strain	XIAP antagonists	TNAP activators	P. falciparum M17LAP
9	CCc1nn2cc(C(=O)c3cc(Cl)ccc3O)cnc2c1-c1ccc(F)cc1	13%	13%	5%	3%	i	81*	69*	-4.2%	1.1	-2%
10	O=C(CN1CCCc2ccccc21)N/N=C/c1ccc(O)cc1O	-11%	-11%	3%	0%	i	-14	-8	-6.0%	1.3	12%
11	CCOC(=O)C1CCCN(C(=O)c2cc(Nc3ccc(OC)c(OC)c3)nc3ccccc23)C1 (stereo not given)	18%	20%	9%	-5%	i	8	3	-14%	1.1	4%
12	COc1ccc(S(=O)(=O)NN=C2CCCC2)cc1	-2%	-4%	3%	-6%	i	12	14	-17%	1.1	-2%
13	CCOc1ccc(NC(=O)CCC(=O)NNC(=O)COc2ccccc2C)cc1	10%	10%	5%	-7%	i	-4	3	-4.2%	1.1	2%
14	CCC(=O)N1N=C(c2ccccc2)CC1c1ccc([N+](=O)[O-])cc1 (stereo not given)	7%	6%	5%	-2%	i	-2	1	0.2%	1.1	-4%
15	Cc1ccc(-n2ncc3c(NCc4ccccc4)ncnc32)cc1	6%	5%	1%	-9%	i	2	2	-8.2%	1.1	-16%
16	COc1ccc(NC(=O)c2cc(OC)c(OC)c(OC)c2)cn1	15%	8%	0%	-1%	i	12	5	-3.5%	1.1	-9%
17	CCOC(=O)C1CCN(C(=O)CN(c2ccc3c(c2)OCCO3)S(C)(=O)=O)CC1	3%	4%	4%	-7%	i	-5	-1	0.9%	1.2	-9%
18	COC(=O)C1C(=O)CC(C)(O)C(C(=O)OC)C1c1ccccc1F (stereo not given)	7%	9%	4%	-4%	i	4	15	-1.0%	1.1	3%
19	COc1ccc(CCNC(=O)c2nnn(-c3cc(C)cc(C)c3)c2N)cc1OC	5%	2%	1%	-6%	i	-4	-19	-3.8%	1.1	-4%
20	COC(=O)C(NC(=O)c1ccccc1C)(Nc1ncc(S(=O)(=O)c2ccc([N+](=O)[O-])cc2)s1)C(F)(F)F (stereo not given)	22%	14%	3%	0%	i	3	-5	-6.6%	1	12%
21	CCc1nnc2n1N=C(c1ccc(-c3cc(Cl)ccc3Cl)o1)CS2	-16%	-2%	14%	-3%	i	17	3	-7.7%	1.1	-4%
22	COc1ccc(Nc2nc(C)c3ccccc3n2)cc1	14%	6%	20%	-3%	i	1	19	-2.3%	1	4%
23	O=c1c2cc3c(=O)n(-c4ccccc4O)c(=O)c3cc2c(=O)n1-c1ccccc1O	-1%	32%	0%	-2%	i	5	-12	-16%	1.1	5%
24	COc1ccc(N(CC(=O)Nc2ccc3c(c2)OCO3)S(=O)(=O)c2ccccc2)cc1OC	.	.	11%	-7%	i	.	.	.	.	-6%
25	C=CCn1nnnc1SCC(=O)Nc1ccccc1C(=O)OC	-2%	1%	1%	-5%	i	-4	-24	-16%	1.1	7%
26	COc1ccc(-c2cc(C(F)(F)F)c3c(n2)sc2c(O)cc(=O)[nH]c23)c(OC)c1	18%	12%	21%	6%	i	-12	20	-10%	0.8	?
27	CC1SC(c2ccc(Cl)cc2Cl)NC1=O (stereo not given)	-8%	-9%	3%	-5%	i	-8	0	-3.1%	1.1	0%
28	COC(=O)c1c(N)n(CCCN2CCOCC2)c2nc3ccccc3nc12	7%	18%	10%	-6%	i	1	-12	-1.5%	1.1	-336%
29	COc1ccc(NC(=S)Nc2cnc3ccccc3c2)c(OC)c1	14%	20%	1%	8%	i	4	6	-4.3%	1	-5%
30	CCCOC(=O)CCCCC1SCC(NC(=O)OC)C1NC(=O)OC (stereo not given)	0%	4%	-4%	-7%	i	-9	7	-9.4%	1.1	9%
31	CC1=NNC(=O)/C1=C\c1cn(-c2ccccc2)nc1-c1cccs1	10%	14%	1%	7%	i	85	86	-1.2%	1	-3%
32	CCOc1c(N2CC(C)OC(C)C2)c(=O)c1=O (stereo not given)	.	.	9%	0%	i	.	.	.	.	14%
33	CC(C)(C)C(=O)Nc1cc(C(F)(F)F)ccc1N1CCOCC1	-18%	-19%	0%	1%	i	-16	-10	-4.5%	1	5%
34	OC1C2CN3CCN(C2)CC1(Cc1ccccc1)C3 (stereo not given)	-20%	-24%	1%	-7%	i	-4	-1	1.9%	1	-3%
35	COC(=O)C1=CN(C)C=C(C(=O)OC)C1c1ccsc1	-4%	-3%	5%	-13%	i	8	18	-4.4%	1.1	7%
36	CCCCn1nc(NC(=O)c2cccs2)c2cc3ccccc3nc21	10%	10%	13%	-2%	i	4	-3	-2.7%	1.1	-4%
37	C[C@H](N)C(=O)OCc1ccc([N+](=O)[O-])cc1	.	.	0%	-9%	i	.	.	.	.	1%
38	COC(=O)c1ccccc1NC(=O)N1CCN(c2ccccc2F)CC1	4%	7%	0%	6%	i	37	22	-9.6%	1.1	-4%
39	O=C(CSc1ccc(-c2cccs2)nn1)Nc1ccccc1	-11%	-2%	4%	-2%	i	7	-4	0.3%	1.1	6%
40	O=C(CN(Cc1ccco1)C(=O)CNS(=O)(=O)c1ccccc1)NCc1ccc(F)cc1	13%	6%	0%	-2%	i	6	7	-8.4%	1.1	10%
41	O=C(Cc1ccc(Br)cc1)Nc1cccc(-c2cn3c(n2)SCC3)c1	10%	1%	1%	-1%	i	8	-3	-4.0%	1.2	-3%
42	O=C(CNC(=O)Cc1ccccc1)NCC(=O)OCC(=O)c1ccc(Cl)cc1	0%	-12%	5%	-8%	i	-12	-9	-1.1%	1.1	-4%
43	COc1ccc(C(=O)CN2CCN(c3cc(C)nc4ccccc34)CC2)cc1	.	.	5%	-3%	i	.	.	.	.	0%
44	CCC(C)NCCCCOc1cc(C)cc(C(C)C)c1 (stereo not given)	-5%	-8%	3%	-7%	i	13	22	-4.9%	1.1	-1%
45	COc1cccc(C(=O)NC(=S)Nc2ccc(Cl)cc2C(=O)O)c1	.	.	10%	-9%	i	.	.	.	.	3%
46	CCOc1ccccc1CN(Cc1ccco1)S(=O)(=O)c1ccc(-n2cnnn2)c(OC)c1	16%	11%	-1%	5%	i	41	21	-2.0%	1	2%
47	COCCN(CCOC)S(=O)(=O)c1ccc(OC)cc1	-1%	-9%	1%	-10%	i	-7	-6	-6.2%	1.1	3%
48	COc1ccccc1C(CC(=O)Nc1nccs1)c1ccco1 (stereo not given)	-10%	-6%	12%	-2%	i	15	-10	-2.9%	1.1	8%
49	COc1cc(CNc2ccc3c(c2)CCC3)cc(OC)c1O	43%	34%	3%	5%	i	-6	23	-19%	1.1	10%
50	O=C(NCc1cccnc1)c1cccc(F)c1	12%	6%	5%	-8%	i	-14	-12	-6.2%	1.1	-12%
51	CCC1=NN(C(=O)Cc2ccc(OC)cc2)C(O)(C(F)(F)F)C1 (stereo not given)	2%	5%	10%	-2%	i	2	6	-1.3%	1.1	9%
52	COc1ccc(/C=N/OCC(=O)Nc2cc(C)on2)cc1OC	23%	20%	2%	-4%	i	-5	-6	-3.6%	1.1	-5%
53	COc1ccc(N2C(=O)CC(N3CCC(C(N)=O)CC3)C2=O)cc1 (stereo not given)	6%	1%	-2%	-2%	i	8	11	-0.5%	1.1	12%
54	CNC(=O)Nc1cccc(C(F)(F)F)c1	2%	0%	7%	-4%	i	-10	0	-9.6%	1.1	14%
55	COc1ccc(C2=NN(C(=O)CSc3nnc(-c4ccccc4F)o3)C(c3ccco3)C2)cc1 (stereo not given)	21%	19%	-5%	2%	i	26	6	-6.8%	1	4%
56	COc1ccc(/C=N\NS(=O)(=O)c2ccc(Cl)cc2)cc1COc1ccccc1[N+](=O)[O-]	-18%	-1%	-1%	4%	.	-2	10	-1.9%	1	9%
57	O=C(CCCOc1ccccc1)Nc1cccc(C(=O)O)c1	2%	9%	-9%	-6%	i	15	13	-2.0%	1.1	24%
58	COc1ccc2c3c([nH]c2c1)C1CC2C(CC(O)C(OC)C2C(=O)O)CN1CC3 (stereo not given)	.	.	3%	-4%	i	.	.	.	.	-2%
59	C=CCn1cnc2c(c1=O)c1nc3ccccc3nc1n2-c1ccc(C)cc1	-1%	0%	3%	-4%	.	7	9	-8.9%	1	2%
60	CC(=O)c1c(C)oc2ccc(N(C(=O)C3CCCCC3)S(=O)(=O)c3cc([N+](=O)[O-])ccc3C)cc12	5%	-4%	1%	-4%	i	10	-4	-7.2%	1.1	-7%
61	CC1=NN(C(=O)COc2ccccc2C)C(O)(c2ccc(Cl)cc2)C1 (stereo not given)	-5%	-10%	0%	0%	i	-19	-30	-6.2%	0.9	-4%
62	O=C(CSc1nc2ccccc2[nH]1)c1c[nH]c2ccccc12	5%	9%	8%	-6%	i	-45	20	-6.9%	1	-3%
